KCNK3 block = human KCNK3 channel inhibitors, primary screen, CHO cells, FluxOR thallium flux, B-score; FluxOR fluorescence; stronger effect = lower value; B-score at 10 µM; 340,000 compounds, 0.84% hits; AID 602410, 2012;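 active = B-score under library mean minus 4 SD, starting fluorescence ratio at most library mean plus 5 SD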;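 also: more negative B-score means stronger inhibition of thallium flux through KCNK3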
Target sequence (O14649 whole entry, looked up): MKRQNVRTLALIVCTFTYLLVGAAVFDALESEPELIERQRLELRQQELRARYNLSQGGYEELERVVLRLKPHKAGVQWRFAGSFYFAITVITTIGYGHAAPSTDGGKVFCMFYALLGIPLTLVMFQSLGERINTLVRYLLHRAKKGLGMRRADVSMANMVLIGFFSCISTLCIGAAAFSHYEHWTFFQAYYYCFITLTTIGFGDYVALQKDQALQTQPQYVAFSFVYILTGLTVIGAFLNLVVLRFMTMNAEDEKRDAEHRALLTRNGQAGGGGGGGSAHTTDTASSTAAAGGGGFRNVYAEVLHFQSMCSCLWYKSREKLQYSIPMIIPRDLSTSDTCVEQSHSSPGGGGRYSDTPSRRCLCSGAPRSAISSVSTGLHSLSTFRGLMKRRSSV
Calls only; i = inactive. An excerpt, so the mix of outcomes need not match the whole.

SMILES | KCNK3 block
COC(=O)c1ccc(CNC(=O)Cn2cc(C)c(=O)[nH]c2=O)cc1 | i
COC(=O)CCN(Cc1ccccc1)S(=O)(=O)c1ccccc1Br | i
C[C@H](CO)N1C[C@H](C)[C@@H](CN(C)Cc2ccc3c(c2)OCO3)Oc2c(NS(C)(=O)=O)cccc2C1=O | i
C=CCCC1CN(Cc2ccco2)S(=O)(=O)c2c(F)cccc2O1 (configuration not stated) | i
COC(=O)[C@]1(Cc2ccccc2)N[C@H](CN(C)C(=O)c2ccc(C)cc2)[C@@H]2C(=O)N(Cc3ccccc3)C(=O)[C@@H]21 | i
O=C(Cc1cccs1)N[C@@H]1c2ccccc2CC[C@@H]1OCc1ccccc1 | i
CCc1noc(C)c1C(=O)NNC(=O)c1ccccc1 | i
CCN(CC)C(=O)[C@H]1CC(CC(=O)NCC23CC4CC(CC(C4)C2)C3)C(=O)N2CCc3c([nH]c4ccc(OC)cc34)[C@]12C (some centres not stated) | i
COc1ccc2sc(-c3ccccc3OC)c(C#Cc3cncn3C)c2c1 | i
COc1ccc(B(O)O)c(CN2CCN(C(=O)OC(C)(C)C)CC2)c1 | i
COc1ccccc1CNS(=O)(=O)c1ccc(N2CCCC2)cc1Br | i
CC[C@@]1(C(=O)OC)N[C@H](CN(C)C(=O)Nc2ccc(F)cc2)[C@@H]2C(=O)N(Cc3ccccc3)C(=O)[C@@H]21 | i
COc1ccc(-c2noc(CCC(=O)N3CCC(c4cc(C)ccc4C)CC3)n2)cc1 | i
Cc1ccc(NC(=O)c2ncn(CCCNCc3ccccn3)n2)cc1C | i
CC(C)N(C(=O)[C@H]1C[C@H](CC(=O)NCCC2=CCCCC2)C(=O)N2CCc3c([nH]c4cc(CCC(=O)N(C)C)ccc34)[C@]12C)C(C)C | i
COc1cc(OC)cc(-c2cc3ccccc3c(=O)o2)c1 | i
Cc1noc(C)c1S(=O)(=O)N(C)C[C@H]1Oc2c(NC(=O)Nc3ccc4c(c3)OCO4)cccc2C(=O)N([C@H](C)CO)C[C@@H]1C | i
CC(=O)N1C[C@H]2CON(C)[C@H]2C[C@H]1c1ccccc1Br | i
C[C@H]1CN(S(=O)(=O)C(C)(C)C)[C@H](CCO)/C1=C\c1ccccc1 | i
CC(C)C[C@H]1CNC(=S)N1CC1CCN(CC2CCCC2)CC1 | i
Cc1ccc(S(=O)(=O)N2[C@@H](c3ccc(C(C)(C)C)cc3)C(C(=O)O)=CC[C@H]2c2ccc3c(c2)OCO3)cc1 | i
CCN1C(=O)[C@H]2[C@H]3CN=C(SCC(=O)c4ccccc4)N3[C@@](C)(C(=O)OC)[C@H]2C1=O | i
CC(C)[C@H](NC(=O)c1ccccc1Cl)C(=O)OCC(=O)NCc1ccc2c(c1)OCO2 | i
CC(=O)c1ccc(S(=O)(=O)N2CCN(C(C)C(=O)N(C)Cc3ccccc3)CC2)cc1 (configuration not stated) | i
CCOC(=O)C1=CNS(=O)(=O)NC1c1ccc(C#N)cc1 (configuration not stated) | i
CCN(C[C@H]1N[C@@](C)(C(=O)OC)[C@H]2C(=O)N(C)C(=O)[C@@H]12)C(=O)Nc1ccc(Cl)cc1 | i
CCN1C(=O)[C@H]2[C@H]3CN=C(SCc4ccc(OC)cc4)N3[C@@](CC)(C(=O)OC)[C@H]2C1=O | i
CC[C@@]1(C(=O)OC)N[C@H](CN(C)S(=O)(=O)c2ccc(-c3ccccc3)cc2)[C@@H]2C(=O)N(Cc3ccccc3)C(=O)[C@@H]21 | i
CO[C@H]1CC[C@@]2(C)[C@@H](CC[C@@H]3[C@@H]2CC[C@@]2(C)[C@H]3C[C@H](C(=O)O)O[C@]23CCCO3)C1 | i
O=c1ccn([C@@H]2O[C@H](CNS(=O)(=O)c3csc(-c4ccno4)c3)[C@@H](O)[C@H]2O)c(=O)[nH]1 | i
CCOC(=O)C1=C(C)N(C[C@@H]2CC[C@@H](Cc3ccc(-c4ccccc4)cc3)O2)C(=O)NC1c1ccc(SCc2ccco2)c([N+](=O)[O-])c1 (some centres not stated) | i
O=C(C[C@H]1C/C=C\CC[C@H](Cc2ccc(F)cc2)C(=O)O[C@H](c2ccccc2)CNC1=O)N[C@H](CO)Cc1ccccc1 | i
CCOC(=O)C1=CN(Cc2cccc(F)c2)S(=O)(=O)N(C)C1CCc1ccccc1 (configuration not stated) | i
CC(C)(C)S(=O)N1Cc2cc(CO)ccc2[C@@H]1CCO (some centres not stated) | i
Cc1ccc(S(=O)(=O)Nc2ccc3c(c2)C(=O)N([C@H](C)CO)C[C@H](C)[C@@H](CN(C)C(=O)Nc2ccc(C(F)(F)F)cc2)O3)cc1 | i
COc1ccc(OC)c(S(=O)(=O)N2CCCC(C(=O)NC3CC3)C2)c1 (configuration not stated) | i
COCCCNC(=O)C[C@H]1C[C@H](C(=O)N2CCCCC2)[C@@]2(C)c3[nH]c4cc(-c5ccco5)ccc4c3CCN2C1=O | i
O=S1(=O)[C@H]2C[C@H](CO)O[C@@]2(CO)CN1Cc1ccc(-c2ccc(F)cc2)cc1 | i
CCCCCCCCNS(=O)(=O)CCNCc1ccc(OC)cc1 | i
O=C(OCc1ccccc1)N1CCC2CC1c1cc(N3CCOCC3)ccc12 (configuration not stated) | i

A second format for part of the listing above:
Cc1ccc(S(=O)(=O)N2[C@@H](c3ccc(C(C)(C)C)cc3)C(C(=O)O)=CC[C@H]2c2ccc3c(c2)OCO3)cc1
  KCNK3 block = i

CCN1C(=O)[C@H]2[C@H]3CN=C(SCC(=O)c4ccccc4)N3[C@@](C)(C(=O)OC)[C@H]2C1=O
  KCNK3 block = i

Returning to the listing, starting six compounds before the break.
SMILES | KCNK3 block
Cc1ccc(S(=O)(=O)Nc2ccc3c(c2)C(=O)N([C@H](C)CO)C[C@H](C)[C@@H](CN(C)C(=O)Nc2ccc(C(F)(F)F)cc2)O3)cc1 | i
COc1ccc(OC)c(S(=O)(=O)N2CCCC(C(=O)NC3CC3)C2)c1 (configuration not stated) | i
COCCCNC(=O)C[C@H]1C[C@H](C(=O)N2CCCCC2)[C@@]2(C)c3[nH]c4cc(-c5ccco5)ccc4c3CCN2C1=O | i
O=S1(=O)[C@H]2C[C@H](CO)O[C@@]2(CO)CN1Cc1ccc(-c2ccc(F)cc2)cc1 | i
CCCCCCCCNS(=O)(=O)CCNCc1ccc(OC)cc1 | i
O=C(OCc1ccccc1)N1CCC2CC1c1cc(N3CCOCC3)ccc12 (configuration not stated) | i
O=C(Cc1cccc(NC(=O)C2CCN(C(=O)C3CCC3)CC2)c1)Nc1cccc(C(=O)N2CCCCC2)c1 | i
CN(C(=O)c1ccc(NC(=O)Cc2ccc(NC(=O)C3CCCN(C(=O)CCc4ccccc4)C3)cc2)cc1)C1CCCC1 (configuration not stated) | i
CC[C@]12c3[nH]c4ccc(Cl)cc4c3CCN1C(=O)[C@@H](CC(=O)NCC13CC4CC(CC(C4)C1)C3)C[C@@H]2C(=O)N1CCN(C(=O)C2CC2)CC1 | i
COc1ccccc1-c1cccc([C@@H]2C[C@H]3[C@H](CON3C)CN2C)c1 | i
C=C(CCO)C1=CCN(S(=O)C(C)(C)C)[C@@H]1CCO (some centres not stated) | i
CCN(CC)C(=O)[C@H]1CC(CC(=O)NCc2cccc(C(F)(F)F)c2)C(=O)N2CCc3c([nH]c4ccccc34)[C@]12C (some centres not stated) | i
CC[C@]12c3[nH]c4cc(CCC(=O)N(C)C)ccc4c3CCN1C(=O)[C@@H](CC(=O)NCCCOC)C[C@@H]2C(=O)N1CCN(C(=O)c2ccco2)CC1 | i
O=S(=O)(c1ccc(Br)cc1F)N1CCC(O)CC1 | i
CC(C)(C)OC(=O)N(Cc1ccccc1)Cc1ccc(OCc2cccc(NC(=O)c3ccccc3)c2)cc1 | i
C=CCC[C@H](Cc1ccc(F)cc1)C(=O)OC[C@@H](C)NC(=O)[C@@H](CC=C)CC(=O)N[C@@H](CO)Cc1ccccc1 | i
CC(C)(C)S(=O)(=O)N1Cc2ccc(CO)cc2[C@@H]1CCO | i
CC[C@]12c3[nH]c4cc(CCC(=O)N(C)C)ccc4c3CCN1C(=O)[C@@H](CC(=O)NCc1ccco1)C[C@@H]2C(=O)N1CCN(C(=O)c2ccco2)CC1 | i
CC(C)(C)OC(=O)N(Cc1ccccc1)Cc1ccc(OCc2cccc(NC(=O)C3CC3)c2)cc1 | i
Cn1c(-c2ccc(C#N)cc2)c(C#Cc2ccccc2)c2ccccc21 | i
CC(C)N(C(=O)[C@H]1CC(CC(=O)NC(C)(C)C)C(=O)N2CCc3c([nH]c4ccccc34)[C@]12C)C(C)C (some centres not stated) | i
CCCCN1CC(=O)N2[C@@H]3c4cc(Br)ccc4OC[C@@H]3[C@H](C(=O)OCC)[C@]2(C)C1=O | i
CON(C)C(=O)CC(CN(Cc1ccccc1)C(=O)OC(C)(C)C)c1ccc(Cl)cc1 (configuration not stated) | i
O=C(Cn1cc(COc2c(F)c(F)cc(F)c2F)nn1)c1ccc(O)cc1 | i
CC(C)(C)OC(=O)N(Cc1ccccc1)Cc1ccccc1OCc1cccc(NC(=O)C2CCC2)c1 | i
C[C@]12CC[C@H](O)C[C@@H]1CC[C@@H]1[C@@H]2CC[C@@]2(C)[C@H]1CCC(=O)[C@]21CCCO1 | i
CCOC(=O)CC[C@H](NC(=O)Cn1cnc(C(=O)Nc2ccc(C)c(C)c2)n1)C(=O)OCC | i
COc1ccc(C2CC(=O)Oc3cc4c(cc32)OCO4)cc1 (configuration not stated) | i
CN(C(=O)c1cccc(NC(=O)Cc2ccc(NC(=O)C3CCCN(C(=O)C4CCCCC4)C3)cc2)c1)C1CC1 (configuration not stated) | i
CN(C(=O)c1cccc(NC(=O)Cc2ccc(NC(=O)C3CCCN(C(=O)C4CC4)C3)cc2)c1)C1CCCCC1 (configuration not stated) | i
CCOC(=O)C1Oc2ccccc2C(C(=O)OC)=C1C(=O)OC (configuration not stated) | i
CC[C@@]1(C(=O)OC)N[C@H](CN(C)C(=O)COC)[C@@H]2C(=O)N(C)C(=O)[C@@H]21 | i
CC[C@]12c3[nH]c4cc(-c5ccco5)ccc4c3CCN1C(=O)[C@@H](CC(=O)NCCCOC)C[C@@H]2C(=O)N1CCN(C(=O)C2CC2)CC1 | i
C#CCOCCOCCOCCNc1nc(N2CCN(C(=O)[C@H](CCC(=O)O)n3cc([C@@H](N)[C@H](C)CC)nn3)CC2)nc(N2CCN(C(=O)[C@H](CCCCN)n3cc([C@@H](N)CC(N)=O)nn3)CC2)n1 | i
Cc1ccc(S(=O)(=O)N2CCN(C(=O)CCc3c[nH]c4ccccc34)CC2)cc1 | i
CCN(CC)C(=O)[C@H]1C[C@H](CC(=O)NCC23CC4CC(CC(C4)C2)C3)C(=O)N2CCc3c([nH]c4cc(CCC(=O)N(C)C)ccc34)[C@]12C | i
Cc1cc(C)c(CN2CCN(C(=O)Cn3cnc(C(=O)Nc4ccc(C)c(C)c4)n3)CC2)c(C)c1 | i
CCCCNS(=O)(=O)CCNCc1ccc(OC)cc1 | i
CCN(CC)C(=O)[C@H]1C[C@H](CC(=O)NCCC2=CCCCC2)C(=O)N2CCc3c([nH]c4cc(CCC(=O)N(C)C)ccc34)[C@]12C | i
COc1ccccc1CNCCS(=O)(=O)NCc1ccccc1 | i
C[C@@H]1CC=C[C@@H]2[C@H]1C(=O)N(Cc1ccccc1)[C@H]2c1cccc(C#Cc2ccccc2)c1 | i
CC(=O)OC(C=C(C)C)C/C(C)=C/COc1c2ccoc2cc2oc(=O)ccc12 (configuration not stated) | i
COc1ccccc1-c1cccc([C@@H]2C[C@H]3[C@H](CON3C)CN2S(=O)(=O)c2ccccc2C)c1 | i
CN(C(=O)c1cccc(NC(=O)Cc2ccc(NC(=O)C3CCN(C(=O)CCc4ccccc4)CC3)cc2)c1)C1CCC1 | i
CN(Cc1ccccc1)C(=O)c1cccc(NC(=O)Cc2cccc(NC(=O)C3CCN(C(=O)c4ccccc4)CC3)c2)c1 | i
CN(Cc1ccccc1)S(=O)(=O)c1ccccc1Br | i
CC(C)(C)OC(=O)N1CCCC(C(=O)Nc2cccc(C(=O)N3CCOCC3)c2)C1 (configuration not stated) | i
CC(C)=CCC/C(C)=C/CNC(=O)C[C@H]1C[C@H](C(=O)N2CCCCC2)[C@@]2(CCc3ccccc3)c3[nH]c4ccc(Cl)cc4c3CCN2C1=O | i
CCOC(=O)C1=CN(Cc2ccco2)S(=O)(=O)N(CC)C1c1ccccc1 (configuration not stated) | i
O=C(Cn1cnc2c(NCc3ccccc3)ncnc21)NCCCN1CCCC1=O | i
O=[N+]([O-])c1ccc(COc2ccccc2CN2CCCCC2)cc1 | i
CCCCC[C@@H]1C=C(C(=O)O)[C@H](c2ccc(F)cc2)N1S(=O)(=O)c1ccc(C)cc1 | i
CC[C@H](C)[C@H]1CNC(=S)N1CC1CCN(CC2CCC(C)CC2)CC1 (some centres not stated) | i
O=S(=O)(N[C@H](CO)Cc1ccccc1)c1ccc(Br)cc1F | i
CCOC(=O)c1ccc(N[C@@H]2CCN3C(=O)c4ccccc4[C@@H]3C[C@H]2O)cc1 | i
C#CCOCCOCCOCCNc1nc(N2CCN(C(=O)[C@H](CO)n3cc([C@@H](N)C(C)C)nn3)CC2)nc(N2CCN(C(=O)[C@H](CCC(=O)O)n3cc([C@@H](N)CCCCN)nn3)CC2)n1 | i

Random excerpt: 3 compounds from above.
SMILES | KCNK3 block
O=S(=O)(N[C@H](CO)Cc1ccccc1)c1ccc(Br)cc1F | i
CC[C@H](C)[C@H]1CNC(=S)N1CC1CCN(CC2CCC(C)CC2)CC1 (some centres not stated) | i
C#CCOCCOCCOCCNc1nc(N2CCN(C(=O)[C@H](CO)n3cc([C@@H](N)C(C)C)nn3)CC2)nc(N2CCN(C(=O)[C@H](CCC(=O)O)n3cc([C@@H](N)CCCCN)nn3)CC2)n1 | i

Continuation.
SMILES | KCNK3 block
COC(=O)[C@H](C(C)C)N(Cc1ccccc1)S(=O)(=O)CCN1CCN(c2ccccc2)CC1 | i
O=C1[C@@H](c2ccccc2)[C@@H](c2ccccc2)N1c1cccnc1 | i
CN1OC[C@@H]2CN(C(=O)C(C)(C)C)[C@H](c3cccc(Br)c3)C[C@@H]21 | i
C[C@H](CO)N1C[C@H](C)[C@@H](CN(C)Cc2ccncc2)Oc2c(NS(=O)(=O)c3ccc(Cl)cc3)cccc2C1=O | i
CC(C)N(C(=O)[C@H]1C[C@H](CC(=O)NCCC2=CCCCC2)C(=O)N2CCc3c([nH]c4ccc(Cl)cc34)[C@]12C)C(C)C | i
